GAA inhib: qHTS Assay for Inhibitors of Human alpha-Glucosidase as a Potential Chaperone Treatment of Pompe Disease; purified human GAA, 4-MU-alpha-glucoside fluorescence; Potency, µM (series often up to 76.9 µM), without a hit: at the top dose activity change, negative = inhibition, actives largely listed as inhibitors; 0.005% of 200,000 active;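 also: plate controls were uninhibited enzyme wells for no effect and no-enzyme background for full effect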
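Human enzyme at 4 nM with 400 uM 4-methylumbelliferyl-alpha-D-pyranoside, citrate/phosphate buffer pH 5.0, 0.005% Tween-20, 20 min at room temperature. Compounds up to 77 uM. 4-MU fluorescence (Ex 365/Em 440) read after NaOH/glycine stop; AC50 from Hill fit.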
RGS12 GoLoco inh: qHTS Assay for Inhibitors of RGS12 GoLoco Motif Activity (Red Fluorophore); 0.44% of 230,000 active; Gai1:RGS12 GoLoco peptide FP, rhodamine, 10 min; Potency, µM (doses to about 61.6 µM), inactives show top-dose activity, negative = inhibition, actives largely listed as inhibitors; active = well fitted inhibition curve with a large enough effect, not every such curve was filed as active; inactive = no such curve, though single readings can be large or run the other way; also: % is scaled to controls: 0 for no effect and ±100 for the full control effect; nearly all actives have a fitted effect of over 30% in size; many of its hits are not listed in these tables
Target sequence (P63096 whole entry, looked up): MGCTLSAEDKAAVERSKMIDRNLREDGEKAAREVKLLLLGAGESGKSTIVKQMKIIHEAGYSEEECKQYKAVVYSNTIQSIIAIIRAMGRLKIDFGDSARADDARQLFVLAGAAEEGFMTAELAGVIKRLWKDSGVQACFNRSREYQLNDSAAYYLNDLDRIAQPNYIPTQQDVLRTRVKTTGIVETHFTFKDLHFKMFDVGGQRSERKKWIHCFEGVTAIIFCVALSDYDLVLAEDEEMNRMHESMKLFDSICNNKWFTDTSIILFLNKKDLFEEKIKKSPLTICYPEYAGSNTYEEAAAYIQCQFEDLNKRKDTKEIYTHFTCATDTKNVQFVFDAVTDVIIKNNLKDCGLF
GAA glycogen mod: qHTS Assay for Inhibitors and Activators of Human alpha-Glucosidase Cleavage of Glycogen; Lysosomal alpha-glucosidase (Homo sapiens), P10253; recombinant GAA, glycogen substrate, Amplex Red glucose oxidase fluorescence; Potency, µM (doses to about 76.4 µM), for the others: at the highest dose activity change, negative = inhibition, usual class: inhibitors; 0.38% of 300,000 active; AID 2100, 2009;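 also: 0% = full enzyme reaction and -100% = no-enzyme basal signal; the screen sought inhibitors and activators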
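Recombinant enzyme (4 nM final) with compounds titrated up to 77 uM and bovine liver glycogen (30 ug) in citrate pH 5.0, 0.01% Tween-20, 37 C 40 min. Released glucose detected by Amplex Red/glucose oxidase (Ex 573/Em 610); AC50 from Hill fits.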
aGlu spleen mod: qHTS Assay for Inhibitors and Activators of Human alpha-Glucosidase From Spleen Homogenate; human spleen homogenate, 4-MU-alpha-glucoside fluorescence; Lysosomal alpha-glucosidase (Homo sapiens), P10253; Potency, µM (series often up to 79.9 µM), inactives show at the top dose activity change, negative = inhibition, actives largely listed as inhibitors; 0.006% of 240,000 active;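 also: 0% = enzyme with vehicle and -100% = no enzyme basal signal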
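AC50 values come from Hill-equation fits of concentration-response data, normalized to no-enzyme and full-activity controls. Enzyme source: 1 ug human spleen homogenate; 1 mM fluorogenic 4-MU glucoside, pH 5.0 citrate buffer, 37 C, 40 min.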
HTT cytoprotect: qHTS Multiplex Assay to Identify Dual Action Probes in a Cell Model of Huntington: Cytoprotection (ATP) | Potency, µM (titrated, usually from 56.4 µM), for the others: cytoprotection (ATP increase), usual class: activators | AID 1471, 2008 | PC12 HTT-Q103 induced, cytoprotection, ATP luminescence, 40 h | 0.14% of 230,000 active;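 also: % of control where 0% means no effect; nearly all actives have a fitted effect of over 45% in size; toxic huntingtin expression switched on by the ecdysone agonist tebufenozide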
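Compounds were screened for protection of PC12 cells against cell death after tebufenozide induction (100 nM final) of mutant Huntingtin exon 1 (Q103) fused to GFP.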
IMPase Li inh: qHTS Assay for Identifying the Cell-Membrane Permeable IMPase Inhibitors: Potentiation with Lithium | CHO-M1 cells, IP1 TR-FRET (IP-One), carbachol + lithium | Potency, µM (series often up to 59.4 µM), inactives show at the top dose activity, negative = IMPase inhibition, actives largely listed as inhibitors | 0.35% of 210,000 active;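 also: IP1 builds up when IMPase is blocked and the TR-FRET signal falls; plate controls were basal vehicle for no effect and high inhibitor control for full effect; nearly all actives have a fitted effect of over 50% in size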
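CHO cells stably expressing M1 receptor (2000/well, cultured 16–30 h) treated 30 min at 37C with compound plus low lithium. Cytosolic IP1 by TR-FRET (665/620 ratio and 620 channel) after 10 min lysis; AC50 by Hill fit.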
HTT aggregate: qHTS Multiplex Assay to Identify Dual Action Probes in a Cell Model of Huntington: Aggregate Formation (GFP). Potency, µM (doses to about 46.1 µM), for inactives: top-dose activity change, negative = inhibition, hits mostly inhibitors. AID 1688, 2009. PC12 HttQ103-GFP aggregates, Acumen cytometry, 40 h. 1.1% of 220,000 active; also: % is scaled to controls: 0 for no effect and ±100 for the full control effect; nearly all actives have a fitted effect of over 60% in size
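PC12 cells stably carrying ecdysone-inducible HTT exon 1 Q103–GFP were induced with tebufenozide (100 nM final) and treated with library compounds in titration. GFP aggregates in lysates were counted by laser scanning cytometry.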
An asterisk follows results filed as active; u = inconclusive; x = no result given; [ ] = dose if it differs, or a comment. Unless noted, calls follow the shape of the dose curve; as a rule, active = well fitted curve in the direction sought with a large enough effect; inconclusive = small, poorly fitted or top-dose-only effect, or another doubt; inactive = no such curve, though single readings can be large; an effect the other way counts as inactive or inconclusive. Potency is read from the fitted curve at half-maximal effect. Some of the compounds tested; rates above refer to the full screens.

SMILES	GAA inhib	RGS12 GoLoco inh	GAA glycogen mod	aGlu spleen mod	HTT cytoprotect	IMPase Li inh	HTT aggregate
CCCCSC1=C(C#N)C(c2ccccc2C)CC(=O)N1 (centres undefined)	-6.7%	8.3%	-18.4%	-6.3%	-14.8%	7.5%[38.3 µM]	-29.3%
O=C(Cc1cccs1)N(CC1CCCO1)C1(C(=O)NC2CCCCC2)CCCCC1 (centres undefined)	6.7%	57.2%[activator]	-6.3%	0.6%	-26.9%	8.9%	-4.8%
CCC(C)(C(=O)NC1CCCCC1)N(C(=O)c1cnccn1)c1c(C)n(C)n(-c2ccccc2)c1=O (centres undefined)	1.6%	x	-4.7%	-0.1%	-16.5%	x	-9.9%
CCOc1ccc(C(=O)NCC(=O)N2CCC(C)CC2)cc1OCC	-2.7%	21.6%	-9.2%	-0.3%	-9.8%	1.0%	-1.7%
C=CCn1c(C(C)NC(=O)c2ccc(C)cc2)n[nH]c1=S (centres undefined)	2.9%	7.3%	-4.5%	-0.2%	x	1.4%	20.2%
Cc1ccc(-c2csc3nc4ccc(C(=O)NCCO)cc4c(=O)n23)cc1	x	10.1%	1.2%	3.4%	-0.9%[10 µM]	x	-5.4%[9.22 µM]
O=C(CN1CCN(c2ncc(C(F)(F)F)cc2Cl)CC1)NCCNc1ncc(C(F)(F)F)cc1Cl	-11.2%	-2.8%	-24.3%	-4.3%	1.3%	23.0%[38.3 µM]	u
CNC(=O)c1ccsc1NC(=O)c1ccc(S(=O)(=O)N2CCOCC2)cc1	u	1.0%	-11.3%	-1.4%	0.9%[10 µM]	9.8%	u
O=C(COC(=O)c1ccccn1)NCc1ccccc1Cl	-0.6%	2.0%	2.1%	-2.1%	-8.3%[10 µM]	5.8%	0.3%
CN(C)S(=O)(=O)c1ccc(C(=O)N2CCCC2c2nc3ccccc3s2)cc1 (centres undefined)	-0.6%	1.1%	4.0%	-3.0%	16.2%[10 µM]	4.2%	5.2%
COc1ccc(NS(=O)(=O)c2cc(NC(=O)c3ccncc3)ccc2N2CCOCC2)cc1	-7.4%	-8.1%	10.2%	-10.0%	-7.6%[10 µM]	2.9%	8.4%
O=S(=O)(Cc1cc(Sc2ccccc2)nc(-c2ccccc2)n1)c1ccccc1	-14.0%	52.0%	-12.9%	-3.1%	9.1%	40.1%[activator][38.3 µM]	-0.1%
COc1ccc(-n2ncc3c(N4CCC(C(N)=O)CC4)ncnc32)cc1	-26.5%	6.1%	0.1%	2.3%	-15.4%	6.6%[38.3 µM]	-7.4%
O=C(N/N=C/c1cn(-c2cccs2)nc1-c1ccccc1)c1ccccc1Br	-8.8%	12.7%	-12.1%	3.3%	25.9%[10 µM]	3.2%	-21.5%
CCOC(=O)C1=C(N)Oc2c(oc(CO)cc2=O)C1c1c(F)cccc1Cl (centres undefined)	-2.5%	38.3%[activator]	-1.0%	-7.2%	-40.7%[10 µM]	11.3%[38.3 µM]	-13.2%
CN(C)CCN1C(=O)C(O)=C(C(=O)c2cc3ccccc3o2)C1c1ccc(N(C)C)cc1 (centres undefined)	-9.9%	20.2%	-6.0%	-6.8%	-6.7%	4.7%	-25.8%
O=C(Nc1ccc2c(c1)OCCO2)NC1(C(F)(F)F)Oc2ccccc2O1	-4.6%	-3.8%	11.3%	7.4%	-82.8%[inhibitor]	-8.9%[38.3 µM]	-23.8%
O=C(Cn1nnc(-c2cc(Cl)ccc2-n2cnnn2)n1)N1CCCc2ccccc21	-3.2%	18.2%	1.6%	4.6%	-11.4%[10 µM]	11.5%[38.3 µM]	u
Cc1ccc2nc(N/N=C/c3ccccc3C#N)nc(-c3ccccc3)c2c1	-2.2%	6.5%	-10.8%	-3.4%	-57.2%[inhibitor]	7.5%[38.3 µM]	u
CCCCn1c(=S)[nH]c2ccc(N3CCOCC3)cc2c1=O	-0.7%	0.2%	-9.9%	3.5%	-5.9%	-3.2%	-1.4%
Cn1nc([N+](=O)[O-])c(C(C#N)c2ccccn2)c(Cl)c1=O (centres undefined)	-9.3%	-20.6%	-23.3%	-7.5%	1.3%[10 µM]	8.2%	u
O/N=C1\CCCc2ccc(Cl)cc21	-4.0%	4.3%	-2.6%	-3.7%	51.5%[0.074 µM]	-7.1%	11.7%
Cc1ccc(NC(=O)NCc2ccncc2)cc1Cl	u	3.9%	-0.7%	10.6%	13.8%[10 µM]	3.8%	-3.3%[9.22 µM]
O=C(CNc1ccccc1)N/N=C/c1cc([N+](=O)[O-])ccc1N1CCCC1	-2.5%	2.3%	0.1%	0.7%	-34.3%	-1.1%[38.3 µM]	0.4%
CCOC(=O)C1CCN(Cc2ccc(N(C)C)cc2)CC1	2.2%	-6.3%	-18.9%	0.4%	11.6%[10 µM]	22.1%[38.3 µM]	-7.3%
Additional compounds.
SMILES	GAA inhib	RGS12 GoLoco inh	GAA glycogen mod	aGlu spleen mod	HTT cytoprotect	IMPase Li inh	HTT aggregate
O=C(CSc1ccc(Cl)cc1)Nn1cnnc1	-2.8%	3.2%	5.3%	0.6%	1.6%	25.4%[38.3 µM]	-5.1%
S=c1nc(-c2ccccc2)n(Cc2cccnc2)c2c1CCCC2	x	-3.9%	-0.2%	13.6%	6.7%[10 µM]	x	-0.6%[9.22 µM]
O=C(COC(=O)Cc1ccsc1)Nc1ccc(S(=O)(=O)N2CCOCC2)cc1	-7.3%	x	-4.0%	2.2%	2.8%[10 µM]	x	-8.5%
C/C(=N/NC(=O)c1cc(C)[nH]n1)c1ccco1	x	10.7%	-9.1%	7.0%	3.7%[10 µM]	x	-13.7%[9.22 µM]
CCCCNC(=O)COC(=O)c1ccc(Cl)c(S(=O)(=O)N2CCCC2)c1	u	0.6%	-2.8%	-3.2%	-10.0%	6.9%[38.3 µM]	2.4%[9.22 µM]
O=C(O)CCCn1cc(NC(=O)c2ccc(Br)o2)cn1	-0.5%	4.0%	7.7%	0.9%	-23.0%	-7.0%	9.9%
CCOC(=O)c1c(-c2ccc(C)o2)csc1NC(=O)COC(=O)c1cccs1	-3.7%	2.6%	-4.1%	-1.0%	11.0%[10 µM]	12.6%	2.3%
CCOC(=O)C1=C(O)/C(=C/c2cc(C)n(-c3ccccc3)c2C)N=C1C	2.8%[15.4 µM]	56.3%[activator]	7.5%	-0.5%	6.6%[10 µM]	x	8.2%[9.22 µM]
O=C(CSc1nnc(SCc2ccc(Cl)cc2)s1)N/N=C/c1ccccc1Cl	-6.2%	7.5%	-2.9%	-0.1%	10.4%[10 µM]	4.1%	-17.5%
O=C(C(=O)N1CCN(c2ccccc2)CC1)c1c[nH]c2ccccc12	-2.4%	10.2%	-1.0%	-5.7%	24.7%[10 µM]	10.6%	10.6%
O=C1N/C(=N/O)S/C1=C\c1ccccc1-n1cccn1	-9.3%	-7.2%	-28.8%	x	18.2%	-4.1%	-0.8%
O=C(CN1C(=O)C2CC=CCC2C1=O)Nc1ccc(S(=O)(=O)Nc2ncccn2)cc1 (centres undefined)	x	-3.7%	-1.3%	0.5%	22.5%[10 µM]	x	-5.9%[9.22 µM]
Cn1c(SCC(=O)Nc2nc3ccccc3s2)nnc1-c1ccccc1	-2.7%	-0.3%	-12.3%	-0.2%	0.1%[10 µM]	-15.0%[38.3 µM]	2.0%
O=C(CN1CCN(C(=O)c2cccc(F)c2)CC1)NC1CCCCC1	4.3%	1.8%	1.6%	-6.8%	10.2%[10 µM]	26.1%[38.3 µM]	6.0%
Cn1ncc(-c2ccno2)c1C(=O)O	-5.7%	1.6%	5.4%	-1.0%	-9.8%	-3.1%	7.4%
Cc1cc2ccccc2c(=O)n1CC(=O)Nc1ccc2c(c1)OCCO2	-4.1%	-0.1%	8.1%	2.8%	21.7%	-11.4%[38.3 µM]	9.9%
COc1ccc(C(CNC(=O)c2ccc(-n3cnnn3)cc2)N2CCOCC2)cc1 (centres undefined)	1.7%	4.7%	-2.0%	-5.2%	5.1%[10 µM]	-5.7%[38.3 µM]	-7.5%
CCn1cc(C(=O)NCCCOC)c(=O)c2cc(S(=O)(=O)N(C)C)ccc21	1.5%	11.0%	4.6%	1.7%	5.7%[10 µM]	4.4%	-3.6%
O=C(COc1ccc2ccc(=O)oc2c1)N1CCN(c2ccccc2)CC1	u	2.6%	-5.7%	14.1%	-7.5%	10.1%	3.7%
O=C(CCn1nc(-c2ccc(Cl)cc2)c2ccccc2c1=O)NCCN1CCOCC1	-4.1%	5.4%	3.1%	-2.6%	-18.9%	-8.7%[38.3 µM]	1.6%
CC(=O)c1cnc2cc(-c3ccc(C)cc3)nn2c1C	8.9%	8.2%	-3.0%	1.0%	7.5%[10 µM]	-2.1%	-3.1%
Cc1ccccc1-n1c(=O)/c(=C\c2ccco2)s/c1=C(/C#N)C(=O)Nc1ccccc1	-1.4%	133.1%[activator]	-3.8%	-2.7%	-8.0%	1.7%[38.3 µM]	10.6%
COc1ccc(NC(=O)C2CC(=O)n3ncnc3N2)cc1 (centres undefined)	3.3%	3.9%	-2.1%	-6.3%	-24.8%	-2.5%[38.3 µM]	22.1%
CCOC(=O)CCN(Cc1cccs1)S(=O)(=O)c1ccc(Cl)cc1	-5.7%	2.3%	-0.5%	-1.5%	-1.4%[0.074 µM]	12.6%[38.3 µM]	-0.9%
COc1cc(C(=O)Nc2nc(C)c(Cc3ccc4c(c3)OCO4)s2)cc(OC)c1OC	-2.9%	-3.4%	-1.2%	-3.1%	-57.9%[inhibitor][10 µM]	-8.2%	5.0%
O=[N+]([O-])c1cc(S(=O)(=O)N2CCCC2)ccc1NCCCN1CCOCC1	-0.2%	3.8%	-3.4%	-2.3%	-46.4%[inhibitor]	15.2%	-6.1%

Structural class, the entries above with bromine
SMILES	GAA inhib	RGS12 GoLoco inh	GAA glycogen mod	aGlu spleen mod	HTT cytoprotect	IMPase Li inh	HTT aggregate
O=C(N/N=C/c1cn(-c2cccs2)nc1-c1ccccc1)c1ccccc1Br	-8.8%	12.7%	-12.1%	3.3%	25.9%[10 µM]	3.2%	-21.5%
O=C(O)CCCn1cc(NC(=O)c2ccc(Br)o2)cn1	-0.5%	4.0%	7.7%	0.9%	-23.0%	-7.0%	9.9%

High-throughput results from PubChem BioAssay.
